Pol kappa inh: DNA polymerase kappa (human) inhibition | purified Pol kappa, fluorescent DNA synthesis assay, 10 min | Q9UBT6 | AID 588579 | hit rate 0.53% among 400,000 | Potency, µM (titrated, usually from 107 µM), for the others: at the highest dose activity, negative = inhibition, usual class: inhibitors; note: potency is the fitted concentration of half-maximal effect; % is set by controls: 0 for no effect and ±100 for the full control effect
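10 nM Pol kappa was preincubated with compounds for 15 min at room temperature. Reaction started with 50 nM (final) substrate. Fluorescence read kinetically at 0 and 10 min.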
ERG Ets-DNA blk: inhibitors of human ERG Ets domain-DNA interaction; fluorescence polarization, His-ERG Ets domain / labelled DNA; Potency, µM (series often up to 76.9 µM), for inactives: at the top dose FP activity, negative = inhibition, most hits filed as inhibitors; hit rate 0.028% among 370,000; P11308; active = well fitted inhibition curve with a large enough effect in the polarisation, with a control signal flat; inconclusive = small, poorly fitted or top-dose-only effect, or effect the other way, or a change in a side signal; inactive = no such curve, though single readings can be large or run the other way; the % refers to the polarisation;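 note: polarization taken with two DNA probes labelled with fluorescein and Texas red; potency is the fitted concentration of half-maximal effect; % of control where 0% means no effect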
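His-tagged ERG Ets domain (1 uM in the protein solution; 300mM KCl, 50mM Tris-HCl, 1mM EDTA, 1mM DTT, pH 7.5) received compound, then a probe mix of 5 nM fluorescein-DNA and 100nM Texas-615-DNA. Fluorescence polarization was read for both dyes.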
BLM helicase inh: blocks DNA unwinding by human BLM helicase; recombinant BLM DNA unwinding, fluorescence dequenching; P54132; hit rate 0.2% among 350,000; Potency, µM (titrated, usually from 56.1 µM), without a hit: at the highest dose activity change, negative = inhibition, most hits filed as inhibitors; AID 2528;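 note: potency is the fitted concentration of half-maximal effect; plate controls were vehicle for no effect and no enzyme for full effect; nearly all actives have a fitted effect of over 35% in size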
APEX1 inh: blocks human APE1 abasic DNA cleavage. P27695. Potency, µM (highest dose often 65.8 µM), without a hit: at the highest dose activity change, negative = inhibition, most hits filed as inhibitors. hit rate 0.35% among 350,000. recombinant APE1, TAMRA/BHQ-2 abasic DNA cleavage fluorescence;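 note: potency is the fitted concentration of half-maximal effect; plate controls were vehicle for no effect and reference inhibitor for full effect; nearly all actives have a fitted effect of over 55% in size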
Target sequence (P27695 whole entry, looked up): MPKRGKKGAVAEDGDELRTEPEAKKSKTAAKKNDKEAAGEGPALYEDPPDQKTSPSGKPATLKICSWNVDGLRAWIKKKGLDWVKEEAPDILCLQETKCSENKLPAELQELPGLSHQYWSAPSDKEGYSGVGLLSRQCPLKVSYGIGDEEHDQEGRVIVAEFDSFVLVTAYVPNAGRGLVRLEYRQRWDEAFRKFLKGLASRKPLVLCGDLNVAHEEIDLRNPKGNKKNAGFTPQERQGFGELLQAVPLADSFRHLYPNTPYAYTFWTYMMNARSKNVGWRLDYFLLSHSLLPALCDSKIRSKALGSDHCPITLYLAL
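APE1 at 0.75 nM final was preincubated with compound 15 min at room temperature, then 50 nM double-stranded THF abasic-site substrate (5'-TAMRA/3'-BHQ-2) was added. Fluorescence (ex 525/em 598 nm) was read kinetically; third-minus-first read gave activity.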
Pol beta inh: DNA polymerase beta (human) inhibition; hit rate 1.3% among 340,000; Potency, µM (series often up to 114 µM), inactives show at the highest dose activity change, negative = inhibition, most hits filed as inhibitors; Pol beta primer extension/strand displacement, fluorescence kinetic; note: potency is the fitted concentration of half-maximal effect; % is set by controls: 0 for no effect and ±100 for the full control effect
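Preincubation: enzyme (10 nM) with compound, 15 min, RT. Reaction: substrate added to 50 nM final. Reads: 0 and 10 min. Analysis: normalized, Hill fit.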
12-LOX inh: ALOX12 (human) lipoxygenase inhibition | P18054 | purified 12hLO, xylenol orange hydroperoxide absorbance | Potency, µM (doses to about 108 µM), without a hit: top-dose activity change, negative = inhibition, usual class: inhibitors | hit rate 1.1% among 580,000; note: potency is the fitted concentration of half-maximal effect; % is set by controls: 0 for no effect and ±100 for the full control effect
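Purified human 12hLO at 150 nM in 25 mM Hepes, 0.01% Triton X-100, pH 7.0, preincubated 15 min at room temperature with compound. Reaction started with 40 uM arachidonic acid, 30 min at room temperature. Hydroperoxide measured by Fe-xylenol orange, 573/405 nm absorbance ratio.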
Apoferritin bind: binds horse apoferritin like a general anesthetic; P02791; apoferritin/1-aminoanthracene competitive binding, fluorescence; Potency, µM (top dose mostly 77.5 µM), for the others: top-dose activity change, negative = displacement, usual class: inhibitors; hit rate 0.074% among 350,000; note: potency is the fitted concentration of half-maximal effect; % is set by controls: 0 for no effect and ±100 for the full control effect; nearly all actives have a fitted effect of over 20% in size
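Concentration-response curves derived by four-parameter Hill fitting of normalized fluorescence, where compounds displaced 1-AMA from 10 uM horse apoferritin following a brief 10 min room-temperature incubation; propofol titration acted as positive control.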
Pol iota inh: blocks human DNA polymerase iota activity; Q9UNA4; Pol iota fluorescent replication assay, 10 min; Potency, µM (titrated, usually from 115 µM), for the others: at the highest dose activity, negative = inhibition, hits mostly inhibitors; hit rate 1% among 390,000; AID 588590; note: potency is the fitted concentration of half-maximal effect
Target sequence (Q9UNA4 whole entry, looked up): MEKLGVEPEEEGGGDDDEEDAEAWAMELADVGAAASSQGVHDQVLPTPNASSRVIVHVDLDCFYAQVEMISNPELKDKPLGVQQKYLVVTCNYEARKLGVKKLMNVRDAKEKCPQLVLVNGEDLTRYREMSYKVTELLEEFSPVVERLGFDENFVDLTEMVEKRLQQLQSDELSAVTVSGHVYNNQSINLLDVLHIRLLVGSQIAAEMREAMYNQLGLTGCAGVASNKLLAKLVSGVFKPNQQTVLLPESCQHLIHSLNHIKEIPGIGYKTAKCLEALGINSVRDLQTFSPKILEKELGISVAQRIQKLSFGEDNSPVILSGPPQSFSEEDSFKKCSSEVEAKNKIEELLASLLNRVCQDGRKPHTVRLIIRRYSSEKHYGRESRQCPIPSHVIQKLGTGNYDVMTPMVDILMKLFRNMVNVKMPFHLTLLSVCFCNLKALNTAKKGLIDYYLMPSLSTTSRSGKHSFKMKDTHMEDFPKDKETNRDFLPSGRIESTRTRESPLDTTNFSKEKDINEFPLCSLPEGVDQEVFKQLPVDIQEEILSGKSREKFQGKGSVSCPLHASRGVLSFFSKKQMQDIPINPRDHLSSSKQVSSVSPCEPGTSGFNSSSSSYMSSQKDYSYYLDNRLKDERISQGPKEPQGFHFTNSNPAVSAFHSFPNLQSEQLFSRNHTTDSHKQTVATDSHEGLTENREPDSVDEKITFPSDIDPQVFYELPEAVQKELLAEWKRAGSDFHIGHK
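Fluorescent replication assay read twice, at 0 min and 10 min after adding 50 nM (final) substrate. Enzyme (10 nM) and compounds were first incubated 15 min at room temperature; enzyme-free buffer wells were negative controls.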
TRHR ag: activates the human TRH receptor; activation, % at 2 µM; hit rate 0.18% among 360,000; P34981; TRHR cells, calcium flux fluo-8, FDSS agonist mode; in the data active = activation above about 30%; note: 0% is about no effect
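Steps: seed TRHR cells overnight; add fluo-8 no-wash Ca dye, RT 30 min–1.5 h; record 10 s baseline; pin-transfer compounds; monitor fluorescence 1 cycle/s for the agonist window. Calcium increases flag candidate agonists.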
* hit, by the source's call; & = joins results of further samples; [ ] = dose if it differs, or a comment. Unless noted, calls come from the whole dose curve; as a rule, active = well fitted curve in the direction sought with a large enough effect; inconclusive = small, poorly fitted or top-dose-only effect, or another doubt; inactive = no such curve, though single readings can be large; an effect the other way counts as inactive or inconclusive. The list is partial, so the mix of outcomes need not match the whole.

Results for Cc1cccc(NS(=O)(=O)c2ccc(Cl)c(C(=O)Nc3ccccc3C)c2)c1 ?
Pol kappa inh: -1%; ERG Ets-DNA blk: 5%; BLM helicase inh: -8%; Pol beta inh: 12%; 12-LOX inh: 0%; Apoferritin bind: -17%; Pol iota inh: 1%; TRHR ag: -0.1

How did CCC(=O)N=c1sc2c(OC)ccc(OC)c2n1C do in these assays?
Pol kappa inh: -11%; ERG Ets-DNA blk: 1%; 12-LOX inh: 20%; Pol iota inh: -16%

How did Cc1cccc(N2CC(C(=O)Nc3ccc(N4CCOCC4)cc3)CC2=O)c1C (stereo not given) do in these assays?
Pol kappa inh: -7%; ERG Ets-DNA blk: -2%; APEX1 inh: 2%; 12-LOX inh: -14%; Pol iota inh: 8%

How did COc1ccc(C(=O)Oc2cc(-c3ccc(OC)c(OC)c3)cc(=O)c3c(C)oc(C)c23)cc1 do in these assays?
Pol kappa inh: -13%; ERG Ets-DNA blk: 1%; BLM helicase inh: -5%; Pol beta inh: -1%; 12-LOX inh: inconclusive; Apoferritin bind: inconclusive; Pol iota inh: -11%; TRHR ag: 1.2

What do the screens show for `O=C1NC(c2cccc([N+](=O)[O-])c2)=CCN1c1ccccc1O`?
Pol kappa inh: -12%[60.1 µM]; ERG Ets-DNA blk: -14%; BLM helicase inh: -2%&-1%; APEX1 inh: 0%&-1%&11%; Pol beta inh: 14%[57.1 µM]; 12-LOX inh: inconclusive; Apoferritin bind: -8%; Pol iota inh: -1%[58.9 µM]; TRHR ag: 0.5

What do the screens show for `CCCC1CC(C)(C(=O)CSc2n[nH]c(-c3ccccc3)n2)OC1=O` (stereo not given)?
Pol kappa inh: -7%; BLM helicase inh: -4%; APEX1 inh: -7%; Pol beta inh: -15%; 12-LOX inh: inconclusive; Apoferritin bind: inconclusive; Pol iota inh: inconclusive; TRHR ag: -0.8

What do the screens show for `CCOC(=O)C1=C(C)NC(SC)=NC1c1ccc(OC)cc1` (stereo not given)?
Pol kappa inh: -2%; ERG Ets-DNA blk: 9%; BLM helicase inh: 1%; APEX1 inh: 9%; Pol beta inh: -18%; 12-LOX inh: inconclusive; Apoferritin bind: 14%; Pol iota inh: -6%; TRHR ag: 0.2

What do the screens show for `CCOC(=O)C(O)C1CCc2c([nH]c3ccc(C)cc23)C1=O` (stereo not given)?
Pol kappa inh: -13%; ERG Ets-DNA blk: 0%; BLM helicase inh: -6%; APEX1 inh: inconclusive; Pol beta inh: 25%; 12-LOX inh: 1%; Apoferritin bind: 6%; Pol iota inh: inconclusive; TRHR ag: 0.2

Results for O=c1cc(-c2ccccc2)nc2nc(SCc3ccccc3)[nH]n12 ?
Pol kappa inh: -13%; ERG Ets-DNA blk: -3%; BLM helicase inh: 0%; APEX1 inh: -4%; Pol beta inh: inconclusive; 12-LOX inh: -13%; Apoferritin bind: -3%; Pol iota inh: 5%; TRHR ag: -0.3

Results for Cc1cc2nc(SCCN3CCCC3)[nH]c2cc1C ?
Pol kappa inh: -6%; BLM helicase inh: 6%; APEX1 inh: 18%; Pol beta inh: 25%; 12-LOX inh: 4%; Apoferritin bind: -15%; Pol iota inh: 21%; TRHR ag: 0.1

What do the screens show for `Cc1occc1C(=O)Nc1cccc(C(F)(F)F)c1`?
Pol kappa inh: -6%; ERG Ets-DNA blk: 10%; BLM helicase inh: -5%; APEX1 inh: -1%; Pol beta inh: 0%; 12-LOX inh: -20%; Apoferritin bind: -1%; Pol iota inh: 6%; TRHR ag: -0.1

Results for CN(C)S(=O)(=O)c1ccc(N2CCCC2)c(C(=O)NCC2COc3ccccc3O2)c1 (stereo not given) ?
Pol kappa inh: 0%; ERG Ets-DNA blk: 3%; APEX1 inh: 7%; 12-LOX inh: 4%; Pol iota inh: -6%; TRHR ag: -0.2

What do the screens show for `CC(C)C[C@@H](CO)N(Cc1ccccc1)S(=O)(=O)N(Cc1ccccc1)[C@@H](CO)CC(C)C`?
Pol kappa inh: -15%&-30%; ERG Ets-DNA blk: 10%; APEX1 inh: 13%; Pol iota inh: -14%&-12%; TRHR ag: 2.4

What do the screens show for `CCn1c(CC(=O)Nc2ccccc2C)nnc1SCC(=O)Nc1nncs1`?
Pol kappa inh: -4%; ERG Ets-DNA blk: -2%; BLM helicase inh: 0%; APEX1 inh: 8%; Pol beta inh: 19%; 12-LOX inh: -4%; Apoferritin bind: -1%; Pol iota inh: 26%; TRHR ag: 0.1

What do the screens show for `COC(=O)Nc1ncc(CN2CCCCC2)s1`?
Pol kappa inh: -11%; ERG Ets-DNA blk: -9%; BLM helicase inh: -2%; APEX1 inh: -1%; Pol beta inh: 1%; 12-LOX inh: 18%; Apoferritin bind: -13%; Pol iota inh: -1%[58.9 µM]; TRHR ag: 0.7

Results for O=C(c1ccc2snnc2c1)N1CCN(c2ccccc2)CC1 ?
Pol kappa inh: -28%; ERG Ets-DNA blk: 4%; BLM helicase inh: -5%; APEX1 inh: 14%; Pol beta inh: -2%; 12-LOX inh: 26%; Apoferritin bind: -11%; Pol iota inh: -3%; TRHR ag: 2.0

Results for O=C1NCCN1C(=O)C12CC3CC(CC(C3)C1)C2 ?
Pol kappa inh: -5%; ERG Ets-DNA blk: 13%; BLM helicase inh: 2%; APEX1 inh: 0%; Pol beta inh: 31%[activator]; 12-LOX inh: 16%; Apoferritin bind: 14µM*; Pol iota inh: -1%; TRHR ag: 0.0

Results for O=C(N/C(=C/c1ccccc1Cl)C(=O)N1CCCC1)c1ccccc1 ?
Pol kappa inh: -12%; ERG Ets-DNA blk: -7%; BLM helicase inh: 4%; APEX1 inh: 7%; Pol beta inh: 6%; 12-LOX inh: 5%; Apoferritin bind: -7%; Pol iota inh: 41%[activator]; TRHR ag: 0.7

How did Cc1cccc(N(C)S(=O)(=O)c2nnc(NC(=O)c3cccs3)s2)c1 do in these assays?
Pol kappa inh: -9%; ERG Ets-DNA blk: 2%; BLM helicase inh: -1%; Pol beta inh: -22%; 12-LOX inh: -18%; Apoferritin bind: 3%; Pol iota inh: 5%; TRHR ag: 0.0

What do the screens show for `c1ccc(-c2nc(C3CCCCC3)c3sccc3n2)cc1`?
Pol kappa inh: 5%; ERG Ets-DNA blk: -3%; 12-LOX inh: inconclusive; Pol iota inh: 35%

How did CCOC(=O)c1ccc([N+](=O)[O-])c(CS(=O)(=O)c2ccc(Cl)cc2)c1 do in these assays?
Pol kappa inh: -28%; ERG Ets-DNA blk: -2%; BLM helicase inh: -10%; APEX1 inh: 26%; Pol beta inh: -12%; 12-LOX inh: -40%; Apoferritin bind: 0%; Pol iota inh: -9%; TRHR ag: 0.0

Results for COc1cc(NS(=O)(=O)c2c(C)nc3sc(C)c(C)n3c2=O)cc(OC)c1 ?
Pol kappa inh: -4%; ERG Ets-DNA blk: -6%; BLM helicase inh: 0%; Pol beta inh: -1%; 12-LOX inh: 0%; Apoferritin bind: -4%; Pol iota inh: 21%; TRHR ag: 0.3

Results for COc1c(O)cnn(-c2ccccc2)c1=O ?
Pol kappa inh: -1%; ERG Ets-DNA blk: -1%; BLM helicase inh: -1%; APEX1 inh: 5%; Pol beta inh: 9%; 12-LOX inh: inconclusive; Apoferritin bind: -15%; Pol iota inh: 24%; TRHR ag: 1.4

Results for CCCn1c2ccccc2c2cnn(CC(=O)NCCc3ccc(S(N)(=O)=O)cc3)c(=O)c21 ?
Pol kappa inh: -6%; ERG Ets-DNA blk: 2%; BLM helicase inh: -5%; Pol beta inh: inconclusive; 12-LOX inh: -19%; Apoferritin bind: 8%; Pol iota inh: -10%; TRHR ag: 40*

How did NC(=O)C1CCN(C(=O)c2cc(-c3ccccc3Cl)nc3ccccc23)CC1 do in these assays?
Pol kappa inh: -16%; ERG Ets-DNA blk: 4%; APEX1 inh: 38%; 12-LOX inh: 3%; Pol iota inh: 93%[activator]

How did COc1ccc(CCC(=O)Nc2ccc(S(=O)(=O)Nc3ncccn3)cc2)cc1 do in these assays?
Pol kappa inh: -18%; ERG Ets-DNA blk: 4%; APEX1 inh: 13%; 12-LOX inh: -4%; Pol iota inh: 10%; TRHR ag: 1.0

What do the screens show for `CCOc1ccc(N(CC(=O)NC2CCCC2)C(=O)c2ccc(C)s2)cc1`?
Pol kappa inh: -5%; ERG Ets-DNA blk: 4%; BLM helicase inh: 0%; APEX1 inh: 26%; Pol beta inh: 10%; 12-LOX inh: 13%; Apoferritin bind: -18%; Pol iota inh: 117%[activator]; TRHR ag: -2.2

How did O=C(O)C1CCC(=O)N(C2CCCCC2)C1c1ccccc1Cl (stereo not given) do in these assays?
Pol kappa inh: -2%; ERG Ets-DNA blk: 1%; BLM helicase inh: -5%; APEX1 inh: -7%; Pol beta inh: 1%; 12-LOX inh: 2%; Apoferritin bind: 5%; Pol iota inh: 2%; TRHR ag: 0.0

Results for COc1ccc(OC)c(CCNC(=O)CCc2nnc3ccc(N4CCCCC4)nn23)c1 ?
Pol kappa inh: 17%; ERG Ets-DNA blk: 12%; BLM helicase inh: 3%; APEX1 inh: 26%; Pol beta inh: 2%; 12-LOX inh: -6%; Apoferritin bind: -12%; Pol iota inh: 1%; TRHR ag: -0.7

How did COc1ccc(CC2(CO)CCN(Cc3cccc(OC)c3OC)CC2)cc1 do in these assays?
Pol kappa inh: 1%; ERG Ets-DNA blk: -3%; BLM helicase inh: 3%; APEX1 inh: 7%; Pol beta inh: inconclusive; 12-LOX inh: -1%; Apoferritin bind: -7%; Pol iota inh: 1%; TRHR ag: 4.0
